Compound activity (PubChem BioAssay)
Myeloid diff MLP: promotes myeloid progenitor differentiation; ER-HoxA9 myeloid progenitors, lysozyme-GFP differentiation, flow cytometry; calls only at 10 µM; hit rate 1% among 360,000; AID 624256;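 active means normalized GFP-positive differentiation at or above the plate's own cutoff, the solvent-only control mean plus 3 SD; inconclusive means no clear call, values can overlap the other calls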;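 further: cells exposed to compound for four days before flow analysis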
Hep lipid drop: modulators of hepatic lipid droplet formation. AML12 mouse hepatocytes, oleate lipid droplets, BODIPY imaging. inhibition, % at 6.5 µM. hit rate 0.4% among 240,000. AID 1656;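 active means lipid droplet intensity inhibited by at least 50%, with more than 500 cells counted; inconclusive means wells with under 300 cells, treated as cytotoxic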
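Assay system: AML12 mouse liver cells | Compound: 6.5 µM single-point dosing | Schedule: Overnight exposure | Technique: Fluorescence imaging, 20x objective, two fields per well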
UTI89 phage lysis: protection from phage-mediated lysis, alamar blue read-out – E. coli UTI89, K1F phage, bacterial capsule biogenesis inhibitors (AID 488966). E. coli UTI89 K1F phage lysis, alamar blue, 2 h; higher % means a stronger effect. one-dose inhibition, % at 100 µM; IC50 in µM for titrated hits. hit rate 0.02% among 340,000;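 active means phage lysis inhibition, versus mean bacterial control, above a set limit; inconclusive means no clear call, values can overlap the other calls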;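 further: capsule biogenesis inhibitors block K1F phage lysis so surviving cells raise fluorescence; higher fluorescence means more inhibition of phage lysis; actives were called in the ten point dose series up to 300 µM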
Hep lipid drop cells 6.5 µM: second read-out of Hep lipid drop, no call of its own (marks repeat the call); cell count; measured here: cell count, cytotoxicity flag;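 cells counted across two imaged fields per well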
Myeloid diff MLP GFP+ MAC1+ %: further read-out of Myeloid diff MLP, marked with its call; GFP+ MAC1+ double positive, %; measured here: differentiation confirmed by MAC1 staining
Starred values were filed as active, the others as inactive; i = inactive; ? = inconclusive; . = no result given; + = active, no number; [ ] = dose if it differs, or a comment. This is a subset; count on the stated rates, not on these rows.

cpd	smiles	Myeloid diff MLP	Myeloid diff MLP GFP+ MAC1+ %	Hep lipid drop	Hep lipid drop cells 6.5 µM	UTI89 phage lysis
1	Cn1c(SCc2ccccc2)nc2c1c(=O)[nH]c(=O)n2C	i	1.8	-20	839	0.0%
2	COc1ccccc1N1CCN(S(=O)(=O)c2ccc(-c3ccc(=O)[nH]n3)o2)CC1	i	0.0	2	785	0.1%
3	CC(=O)c1ccc(NC(=O)CC2S/C(=N/N=C3CCCCCC3)NC2=O)cc1 (stereo unspecified)	i	0.4	-15	818	-0.3%
4	CCCCCC1CC(CC(=O)Nc2ccc([N+](=O)[O-])cc2)OC1=O (stereo unspecified)	i	0.1	-5	714	0.4%
5	CCOC(=O)CC1(NC(=O)C2CCC(=O)N(Cc3ccccc3OC)C2)CCCCC1 (stereo unspecified)	i	0.6	35	657	-0.2%
6	COc1ccc(N2C(=O)CC(c3cc(OC)c(OC)c(OC)c3)CC2=O)cc1	i	0.4	17	724	1.1%
7	N#Cc1cc2ccccc2nc1SCC(=O)NC1CC1	i	1.6	9	833	0.1%
8	CCCCS(=O)(=O)N1CCCC(C(=O)NCCc2ccccc2)C1 (stereo unspecified)	i	0.5	-6	780	0.0%

Additional structures:
cpd	smiles	Myeloid diff MLP	Myeloid diff MLP GFP+ MAC1+ %	Hep lipid drop	Hep lipid drop cells 6.5 µM	UTI89 phage lysis
9	Cc1ccc(OC(=O)c2cncc(Br)c2)c(C)c1	i	0.4	-1	803	0.2%
10	COc1ccc(-c2cc(-c3ccccc3)nc(NN)n2)cc1OC	i	1.0	13	848	1.0%
11	COc1ccc(CCC(C)NCC(C)c2ccccc2)cc1 (stereo unspecified)	i	0.6	-10	761	-0.7%
12	O=C1NC(=O)c2cc(Oc3ccc([N+](=O)[O-])cc3)ccc21	i	1.1	1	850	-0.8%
13	COc1ccc(CCNC(=O)Cc2ccsc2)cc1	i	0.6	-8	677	-0.1%
14	CCOc1ccccc1NC(=O)CSc1nncc2ccccc12	?	.	-23	861	0.0%
15	O=C(C1CC1)N1N=C(c2ccc(Br)cc2)CC1(O)C(F)(F)F (stereo unspecified)	i	0.8	-5	384	-1.3%[50 µM]
16	O=C(NCCCNC(=O)c1ccccn1)c1ccc(Cl)cc1	i	0.0	-2	764	0.8%

Later entries.
cpd	smiles	Myeloid diff MLP	Myeloid diff MLP GFP+ MAC1+ %	Hep lipid drop	Hep lipid drop cells 6.5 µM	UTI89 phage lysis
17	COc1ccccc1-n1c(SC)nc2c(sc(=S)n2-c2ccccc2)c1=O	i	0.3	-51	831	0.3%
18	N#Cc1ccc(NC(=O)CN2CCN(c3ccccn3)CC2)cc1	i	0.7	11	870	-0.1%
19	CCOc1ccccc1C(=O)Nc1ccc(C(=O)c2ccccc2)cc1	i	0.1	6	890	0.0%
20	Cn1c(/C=C/c2ccccc2[N+](=O)[O-])nc2ccccc2c1=O	i	0.5	-2	822	0.5%
21	CC1CCCN(CCCNC(=O)c2ccc(N3CCCC3=O)cc2)C1 (stereo unspecified)	i	0.8	-5	736	0.3%
22	C/C(=C\c1ccccc1)C(=O)Nc1ccc(Cl)cn1	i	0.3	7	844	0.0%
23	Cn1c(=O)c2ccccc2n(CC(=O)Nc2ccc3c(c2)OCCO3)c1=O	i	0.6	-2	810	0.4%
24	CC1C(=O)Nc2ccc(S(=O)(=O)Nc3ccccc3Br)cc2NC1=O (stereo unspecified)	i	2.4	-20	730	5.6%

(listing goes on)
cpd	smiles	Myeloid diff MLP	Myeloid diff MLP GFP+ MAC1+ %	Hep lipid drop	Hep lipid drop cells 6.5 µM	UTI89 phage lysis
25	COc1cc(Cl)cc(CN2CCC(CCC(=O)NC3CC3)CC2)c1OC	i	0.6	13	775	1.3%
26	CSc1ccccc1NC(=O)c1ccc(N2CC3CC(C2)c2cccc(=O)n2C3)c(NC(=O)c2cccnc2)c1 (stereo unspecified)	i	1.7	-8	762	0.0%
27	CCOC(=O)C1CCCN(C(=O)c2cccc(S(=O)(=O)N(C)c3c(C)n(C)n(-c4ccccc4)c3=O)c2)C1 (stereo unspecified)	i	1.2	-8	827	0.0%[50 µM]
28	COc1ccccc1OCCSc1nc2ccccc2n1CCC(=O)O	i	0.2	0	799	0.8%
29	CCCn1nnnc1NCc1ccc(N(C)C)cc1	i	0.8	9	861	-0.4%
30	CCOc1ccc(C(=O)Oc2cc(C)[nH]c(=O)c2[N+](=O)[O-])cc1OCC	i	0.5	4	737	0.0%
31	O=C(CSc1nc2ccccc2[nH]1)NCc1ccccc1	i	0.2	-9	810	1.1%
32	Cc1ccc2cc(C)c(SCC(=O)NCC3CCCO3)nc2c1 (stereo unspecified)	i	0.3	-26	808	0.1%

(continued)
cpd	smiles	Myeloid diff MLP	Myeloid diff MLP GFP+ MAC1+ %	Hep lipid drop	Hep lipid drop cells 6.5 µM	UTI89 phage lysis
33	O=C(O)CN1C(=O)c2ccc(C(=O)c3ccccc3)cc2C1=O	i	0.6	-1	765	0.1%
34	O=C(CSCc1ccc(Cl)cc1)Nc1cccc(C(=O)O)c1	i	1.0	17	795	-0.6%
35	COc1ccc(C(=O)Nc2c(N)nc(SCC(=O)c3ccccc3)[nH]c2=O)cc1	i	1.9	-33	707	-0.1%
36	COc1ccc(OC)c(S(=O)(=O)NCc2ccc(N3CCN(C)CC3)cc2)c1	i	2.8	0	800	2.1%[50 µM]
37	Cc1ccc(C2C(C(=O)c3cc4ccccc4o3)=C(O)C(=O)N2CCN2CCOCC2)cc1 (stereo unspecified)	i	4.1	-14	645	0.3%
38	O=C(O)C1C2C=CC(C2)C1C(=O)Nc1cccc(Cl)c1 (stereo unspecified)	i	0.7	0	836	0.9%[50 µM]
39	COc1ccc(-c2noc(CCC(=O)NC3CCCCCC3)n2)cc1	i	4.0	-9	767	0.3%
40	Cc1cc(F)ccc1S(=O)(=O)Nc1nc2ccccc2nc1Cl	i	5.1	-4	771	0.1%

The list continues:
cpd	smiles	Myeloid diff MLP	Myeloid diff MLP GFP+ MAC1+ %	Hep lipid drop	Hep lipid drop cells 6.5 µM	UTI89 phage lysis
41	Fc1ccc(NC(=S)N2CCOCC2)c(F)c1	i	1.0	-2	817	1.8%[50 µM]
42	CCN(CC(=O)Nc1ccc(NC(C)=O)cc1)C(=O)c1ccc(=O)[nH]c1	i	0.7	0	813	0.0%
43	Cc1cccc(CN2CCCC(C(=O)Nc3ccccc3Oc3cccnc3)C2)c1 (stereo unspecified)	i	1.4	-17	810	1.0%[50 µM]
44	Cc1cc(C)c(NC(=O)COC(=O)c2cc([N+](=O)[O-])ccc2N2CCOCC2)c(C)c1	?	.	-11	648	3.3%[50 µM]
45	CCn1cc(S(=O)(=O)c2ccc(Cl)cc2)c(=O)c2cc(OC)ccc21	i	0.9	-28	728	-0.6%
46	COC(=O)C1CCCN1S(=O)(=O)c1ccc([N+](=O)[O-])cc1 (stereo unspecified)	i	0.2	-7	776	-0.1%
47	Cc1onc(-c2ccccc2Cl)c1C(=O)N1CCN(c2ccc(F)cc2)CC1	i	1.8	-6	727	0.1%
48	Cc1ccc(CCNC(=O)CNS(=O)(=O)c2ccc3nc(C)sc3c2)cc1	i	0.7	8	734	0.5%

Next compounds:
cpd	smiles	Myeloid diff MLP	Myeloid diff MLP GFP+ MAC1+ %	Hep lipid drop	Hep lipid drop cells 6.5 µM	UTI89 phage lysis
49	COc1cc2c(cc1OC)CN(C(=O)CNC(=O)c1ccc(OC(F)F)cc1)CC2	i	0.8	-1	660	2.6%[50 µM]
50	CCCCc1ccc(NC(=O)Nc2cccnc2)cc1	i	0.7	-10	857	-1.1%[50 µM]
51	Cn1c(N)c(S(=O)(=O)N2CCN(c3cccc(Cl)c3)CC2)c(=O)n(C)c1=O	i	10	-22	794	1.8%[50 µM]
52	CCS(=O)(=O)Nc1ccc(C2=NN(C(=O)c3ccco3)C(c3cccs3)C2)cc1 (stereo unspecified)	i	1.7	37	705	0.7%[50 µM]
53	CCOC(=O)c1ccc(NC(=O)CSc2nnc(CC)o2)cc1	i	1.5	-2	668	1.6%[50 µM]
54	Cc1ccc(S(=O)(=O)N2C(=O)CCC2C(=O)O/N=C(\N)c2ccc([N+](=O)[O-])cc2)cc1 (stereo unspecified)	i	1.2	-8	588	0.9%[50 µM]
55	CN(C)c1ccc(N2C(=NC(=O)CC3CCCCC3)SC3CS(=O)(=O)CC32)cc1 (stereo unspecified)	i	0.3	-22	723	-0.5%
56	CCOC(=O)N1CCN(c2ncnc3scc(-c4ccccc4)c23)CC1	i	1.2	-5	833	-0.2%

Further entries.
cpd	smiles	Myeloid diff MLP	Myeloid diff MLP GFP+ MAC1+ %	Hep lipid drop	Hep lipid drop cells 6.5 µM	UTI89 phage lysis
57	COc1ccc(CNC(=O)c2ccc(CS(=O)Cc3ccc(Cl)cc3)o2)cc1 (stereo unspecified)	i	1.8	0	694	-0.1%
58	CCCN(CCC)Cc1c(C(=O)N/N=C/c2ccoc2)nnn1-c1nonc1N	i	0.6	8	759	0.3%
59	COc1ccc(NC(=O)CCCc2nnc3n(C)c(=O)c4sccc4n23)cc1	i	0.0	-12	762	0.3%
60	CSc1ccc(C2NC(=O)CCC2[N+](=O)[O-])cc1 (stereo unspecified)	i	0.3	2	831	-0.2%[50 µM]
61	CC(C)N(C(C)C)S(=O)(=O)c1ccc(NC(=O)c2cnccn2)cc1	i	0.5	-6	758	0.1%
62	CCCc1ccc(OCCNC(=O)c2ccccc2Br)cc1	i	0.6	-30	761	-1.8%
63	COc1ccc2[nH]cc(C(=O)CN3CC(C)CC(C)C3)c2c1 (stereo unspecified)	i	0.7	-1	843	-0.1%
64	Cc1cc(N2CCOCC2)nc2ccc(NC(=O)CCC(=O)N3CCN(c4ccccc4F)CC3)cc12	i	0.5	0	684	-0.4%

(cont.)
cpd	smiles	Myeloid diff MLP	Myeloid diff MLP GFP+ MAC1+ %	Hep lipid drop	Hep lipid drop cells 6.5 µM	UTI89 phage lysis
65	Cc1nc2ccc(C(=O)N3CCCC(CO)(Cc4ccc(F)cc4F)C3)cc2nc1C (stereo unspecified)	i	1.8	-2	718	-4.5%
66	CCc1cc(=O)oc2cc(O[C@@H]3O[C@H](CO)[C@@H](O)[C@H](O)[C@H]3O)c(Cl)cc12	i	0.6	-12	384	0.1%
67	CON(c1nc(Cl)nc(N(C)C)n1)S(=O)(=O)c1ccc(C)cc1	i	1.0	-28	763	-1.0%[50 µM]
68	Cc1cccc(CC(=O)NC2CCCCCC2)c1	i	0.6	3	821	0.1%
69	Cc1ccccc1-c1nc(CN2CCC(C(=O)NCCN3CCOCC3)CC2)c(C)o1	i	5.4	27	728	0.8%
70	CC(C)(C)c1cc(NS(=O)(=O)c2ccc(Br)s2)no1	i	0.8	-2	821	-0.3%[50 µM]
71	Cc1onc(-c2ccccc2)c1C(=O)Nc1sccc1C#N	i	4.5	-25	732	0.2%
72	COc1ccc(C)cc1Nc1n[n+](-c2ccccc2)c(-c2cc([N+](=O)[O-])cc(OC)c2O)s1	+	3.0*	0	823	0.0%

Other results.
cpd	smiles	Myeloid diff MLP	Myeloid diff MLP GFP+ MAC1+ %	Hep lipid drop	Hep lipid drop cells 6.5 µM	UTI89 phage lysis
73	CCc1cc(=O)oc2cc(C)cc(OC(C)C(=O)NC(Cc3c[nH]c4ccc(O)cc34)C(=O)O)c12 (stereo unspecified)	i	1.3	-1	826	-3.0%
74	Cc1nc2ccccc2c(=O)n1NC(=O)c1ccccc1	i	0.1	2	887	1.3%
75	CC(C)C[C@H]1CN=C(Nc2ccccc2)N1CC1CCCCC1	i	1.0	-16	794	0.0%
76	CCCc1n[nH]c(=O)c2c1nnn2Cc1ccccc1	i	0.8	-2	812	-0.1%
77	Cc1[nH]c(C)c(S(=O)(=O)N2CCN(c3ccccc3)CC2)c1C(=O)N1CCCC1	i	1.6	-4	680	0.3%
78	Cc1nc(SCc2ccc(C#N)cc2)n[nH]1	i	0.2	-2	828	0.0%
79	COc1ccc(C(C(=O)NCC2CCCO2)N(Cc2ccccc2)C(=O)c2snc(C(N)=O)c2N)cc1OC (stereo unspecified)	i	0.4	0	784	0.0%
80	Cn1nccc1C(=O)NC1CC(C)(C)Cc2c1cnn2-c1ccc(F)cc1 (stereo unspecified)	i	0.8	-3	796	0.1%
81	NCC(=O)N1CCC(C(=O)N[C@@H](Cc2c[nH]c3ccccc23)C(=O)O)CC1	i	0.6	-1	822	-0.7%[50 µM]

A draw from above in order of length of the SMILES, descending.
cpd	smiles	Myeloid diff MLP	Myeloid diff MLP GFP+ MAC1+ %	Hep lipid drop	Hep lipid drop cells 6.5 µM	UTI89 phage lysis
79	COc1ccc(C(C(=O)NCC2CCCO2)N(Cc2ccccc2)C(=O)c2snc(C(N)=O)c2N)cc1OC (stereo unspecified)	i	0.4	0	784	0.0%
81	NCC(=O)N1CCC(C(=O)N[C@@H](Cc2c[nH]c3ccccc23)C(=O)O)CC1	i	0.6	-1	822	-0.7%[50 µM]
80	Cn1nccc1C(=O)NC1CC(C)(C)Cc2c1cnn2-c1ccc(F)cc1 (stereo unspecified)	i	0.8	-3	796	0.1%
76	CCCc1n[nH]c(=O)c2c1nnn2Cc1ccccc1	i	0.8	-2	812	-0.1%
